# ALOX15 inhib: 15-hLO (ALOX15) enzyme inhibition; P16050; purified 15hLO-1, xylenol orange hydroperoxide absorbance; Potency, µM (doses to about 57.1 µM), inactives show top-dose activity change, negative = inhibition, hits mostly inhibitors; 74,000 tested, 1.4% active; also: potency is read from the fitted curve at half-maximal effect; % is scaled to controls: 0 for no effect and ±100 for the full control effect; nearly all actives have a fitted effect of over 55% in size
#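 Quantitative HTS in 25 mM Hepes pH 7.5 containing 0.01% Triton X-100: human 15hLO-1 at 40 nM, arachidonic acid at 50 uM, 6 min turnover. Product quantified via ferrous oxidation/xylenol orange, 573:405 nm absorbance ratio.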
# ERK AVP inh: blocks ERK signaling stimulated by vasopressin; HEK293-V1b, vasopressin-stimulated pERK AlphaScreen; Potency, µM (series often up to 57.5 µM), inactives show at the highest dose activity, negative = inhibition, hits mostly inhibitors; AID 995; 72,000 tested, 0.99% active; also: potency is read from the fitted curve at half-maximal effect; % is scaled to controls: 0 for no effect and ±100 for the full control effect; nearly all actives have a fitted effect of over 55% in size
#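 HEK293 cells stably expressing V1b receptor, preincubated 30 min at 37 °C with compound, then stimulated 5 min with 25 nM vasopressin. Phospho-ERK by AlphaScreen SureFire after 5 h RT; normalized to DMSO and vasopressin; AC50 by Hill fit.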
# HADH2 inhib: HADH2 (human) dehydrogenase inhibition | Potency, µM (highest dose often 57.1 µM), for the others: at the highest dose activity change, negative = inhibition, hits mostly inhibitors | 73,000 tested, 3.4% active | Q99714 | recombinant HADH2, NADH fluorescence, beta-hydroxybutyryl-CoA; also: potency is read from the fitted curve at half-maximal effect; % is scaled to controls: 0 for no effect and ±100 for the full control effect; nearly all actives have a fitted effect of over 60% in size; many of its hits are not listed in these tables
# Target sequence (Q99714 whole entry, looked up, one chain of several): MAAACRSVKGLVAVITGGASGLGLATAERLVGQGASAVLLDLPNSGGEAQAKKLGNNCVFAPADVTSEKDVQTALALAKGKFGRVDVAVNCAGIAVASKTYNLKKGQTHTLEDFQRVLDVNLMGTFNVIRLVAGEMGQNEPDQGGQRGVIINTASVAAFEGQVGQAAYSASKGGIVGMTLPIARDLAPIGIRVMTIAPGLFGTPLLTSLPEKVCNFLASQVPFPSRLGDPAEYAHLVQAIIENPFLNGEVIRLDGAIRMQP
#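 E. coli-expressed His-tagged HADH2 tested at 20 nM in alkaline Tris buffer (pH 9.0); oxidation of 90 uM beta-hydroxybutyryl-CoA with 1 mM NAD+ tracked fluorimetrically for 4 min.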
# Hsp90 Hop PPI: changes Hsp90-Hop TPR2A binding signal, up or down; AlphaScreen TPR2A-His6 binding biotin-Hsp90 C-terminal peptide; 71,000 tested, 0.44% active; AID 595; Potency, µM (top dose mostly 57 µM), without a hit: at the highest dose activity change, negative = inhibition; active = well fitted curve in either direction with a large enough effect; inconclusive = small, poorly fitted or top-dose-only effect, or another doubt; also: potency is read from the fitted curve at half-maximal effect; % is scaled to controls: 0 for no effect and ±100 for the full control effect; many of its hits are not listed in these tables
# UbGFP stabilizer: proteasome inhibitors stabilizing ubiquitin-GFP reporter; Ubiquitin-GFP reporter cells, proteasome inhibition, GFP fluorescence; response scale: untreated = 0%, 10 µM MG-132 = 100%; Potency, µM (titrated, usually from 45.9 µM), for the others: at the highest dose activation (GFP accumulation), hits mostly activators; 67,000 tested, under 10 active; AID 526; active = well fitted activation curve with a large enough effect, not every such curve was filed as active; inconclusive = small, poorly fitted or top-dose-only effect, or another doubt; inactive = no such curve, though single readings can be large or run the other way; also: potency is read from the fitted curve at half-maximal effect
#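 Proteasome blockade was scored as a rise in GFP-expressing U2OS cells carrying a ubiquitin(G76V)-GFP construct, imaged after 4 hr compound treatment at 37 °C across a 46 uM–2.9 nM series.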
# HBB splice mod: hemoglobin beta splicing modulation. HBB splicing reporter cell assay, activation; EGFP reporter with mutant IVS2-654 intron; response scale: normalised to 500 nM splice-correcting PNA. Potency, µM (series often up to 46.1 µM), without a hit: top-dose activation, usual class: activators. 65,000 tested, 0.06% active; also: potency is read from the fitted curve at half-maximal effect; 0% is about no effect
#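 HeLa cells stably expressing EGFP interrupted by mutant beta-globin intron 2 (IVS2-654), 500/well in 2% FCS. Treated with compound for 2 days at 37C. Splicing correction scored as total well GFP intensity (488 nm excitation, 500-520 nm emission); 500 nM antisense PNA served as control.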
# Epigenetic mod: epigenetic modulators derepressing GFP locus in mouse cells. mouse C127i GFP locus derepression, cytometry, 30 h. Potency, µM (highest dose often 46.1 µM), for the others: at the highest dose GFP derepression (activation). 68,000 tested, 0.09% active; also: % of control where 0% means no effect
#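 Murine C127i mammary cells carrying a silenced, stably integrated CMV-driven GFP reporter were treated with compound for 30 hours at 37 C. After PBS washes, GFP-positive cells were counted by laser-scanning microplate cytometry.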
# Tau filament bind: binders of human tau filaments. P10636. recombinant tau filaments, thioflavin S fluorescence, 15 h; filaments grown with octadecylsulfate alongside compound. Potency, µM (series often up to 57.1 µM), without a hit: top-dose activity change, negative = inhibition. 71,000 tested, 2% active. AID 596;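 also: potency is read from the fitted curve at half-maximal effect; % is scaled to controls: 0 for no effect and ±100 for the full control effect; actives lower thioflavin S fluorescence by blocking filaments or displacing dye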
# Target sequence (P10636 whole entry, looked up): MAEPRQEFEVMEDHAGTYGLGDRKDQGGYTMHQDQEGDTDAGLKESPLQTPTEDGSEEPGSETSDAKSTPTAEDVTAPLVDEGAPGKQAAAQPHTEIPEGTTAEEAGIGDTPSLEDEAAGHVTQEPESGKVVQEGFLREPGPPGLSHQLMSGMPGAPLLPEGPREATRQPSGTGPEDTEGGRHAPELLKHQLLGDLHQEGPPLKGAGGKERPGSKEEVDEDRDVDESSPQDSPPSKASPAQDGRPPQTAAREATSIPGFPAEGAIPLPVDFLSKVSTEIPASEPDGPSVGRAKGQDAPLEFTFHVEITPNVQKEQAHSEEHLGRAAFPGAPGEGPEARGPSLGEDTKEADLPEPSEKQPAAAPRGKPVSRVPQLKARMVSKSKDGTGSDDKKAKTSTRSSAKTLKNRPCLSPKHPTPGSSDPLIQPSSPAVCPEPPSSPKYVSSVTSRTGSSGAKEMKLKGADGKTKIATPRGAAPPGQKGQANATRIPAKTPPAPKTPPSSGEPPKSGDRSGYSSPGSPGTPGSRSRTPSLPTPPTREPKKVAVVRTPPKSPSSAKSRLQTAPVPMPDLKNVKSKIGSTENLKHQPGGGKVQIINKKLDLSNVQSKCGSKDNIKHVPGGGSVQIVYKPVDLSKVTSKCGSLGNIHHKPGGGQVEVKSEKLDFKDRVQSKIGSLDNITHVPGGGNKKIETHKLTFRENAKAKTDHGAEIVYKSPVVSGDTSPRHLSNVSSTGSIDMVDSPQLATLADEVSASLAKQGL
#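 Quantitative HTS: thioflavine S signal from ODS-induced tau filaments, excited at 450 nm, emission 510 nm. Conditions: 1 uM tau, 30 uM ODS, 15 h at 37 C, pH 7.4.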
# FLuc inh: firefly luciferase inhibition; P08659; purified firefly luciferase, luminescence, 8 min; Potency, µM (titrated, usually from 57.1 µM), inactives show top-dose activity change, negative = inhibition, most hits filed as inhibitors; 72,000 tested, 2.2% active; AID 411; also: potency is read from the fitted curve at half-maximal effect; % is scaled to controls: 0 for no effect and ±100 for the full control effect; nearly all actives have a fitted effect of over 40% in size
#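 Luminescence read-out after 8 min at room temperature; enzyme reaction used luciferin plus 10 uM ATP (linear range) in imidazole buffer pH 7.2 with KCl, MgCl2, Tween 20 and BSA. Each sample was run as a titration.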
# Pol III holo inh: inhibitors of bacterial DNA polymerase III holoenzyme | reconstituted DNA polymerase III holoenzyme replication, biochemical | Potency, µM (titrated, usually from 57.1 µM), for inactives: at the highest dose activity change, negative = inhibition | 71,000 tested, 0.25% active | AID 603; also: potency is read from the fitted curve at half-maximal effect; % is scaled to controls: 0 for no effect and ±100 for the full control effect
#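 Reconstituted *E. coli* holoenzyme (0.35 nM Pol III, 1 nM beta, 154 nM SSB, 2 nM primase) was preincubated with compound for 15 min at RT. Synthesis on 1.4 nM ssM13Gori ran 35 min, then was stopped with PicoGreen/EDTA and read as dsDNA fluorescence.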
# CRE Fsk mod: CRE-bla signaling modulation under forskolin stimulation; Potency, µM (doses to about 38.2 µM), inactives show at the highest dose activity change, negative = inhibition, actives largely listed as activators; CHO CRE-bla reporter (cAMP response element driving beta-lactamase), forskolin EC10, beta-lactamase ratio; 71,000 tested, 2.5% active; active = well fitted activation curve with a large enough effect in the signal ratio, with a control signal flat, not every such curve was filed as active; inconclusive = small, poorly fitted or top-dose-only effect, or effect the other way, or a change in a side signal; the % refers to the signal ratio; also: potency is read from the fitted curve at half-maximal effect; % of control where 0% means no effect
#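 CRE-bla CHO reporter cells treated with compound titration plus EC10 NKH 477 (water-soluble forskolin), incubated 3 h at 37 °C; CCF4 loading 2 h at room temperature, 460/530 nm emission ratio read, AC50 values derived for positive or negative modulators.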
# * hit, by the source's call; ? = inconclusive; nt = no result given; [ ] = remark or other dose. Unless noted, calls follow the shape of the dose curve; as a rule, active = well fitted curve in the direction sought with a large enough effect; inconclusive = small, poorly fitted or top-dose-only effect, or another doubt; inactive = no such curve, though single readings can be large; an effect the other way counts as inactive or inconclusive. This is a subset, so the mix of outcomes need not match the whole.
# Values run as follows: ALOX15 inhib	ERK AVP inh	HADH2 inhib	Hsp90 Hop PPI	UbGFP stabilizer	HBB splice mod	Epigenetic mod	Tau filament bind	FLuc inh	Pol III holo inh	CRE Fsk mod
- COCCn1cc(C(=O)NCCCN2CCC(C)CC2)c2c3ccccc3n(C)c2c1=O
 : 0%	-9%	?	1%	23%	-1.0%	-2%	10%	-1%	-8%	-5%
- CCc1nnc2c3cnn(-c4ccc(C)c(C)c4)c3ncn12
 : -5%	-2%	-6%	-11%	-3%	-0.5%	0%	4%	1%	-5%	-1%
- COC(=O)C1CCN(C(=O)c2sc3nc(-c4ccccc4)cn3c2C)CC1
 : -4%	16%	7%	0%	2%	-1.5%	0%	3%	-8%	-4%	?
- O=C(Nc1ccc(F)cc1)N1CCN(C/C=C/c2ccccc2)CC1
 : 3%	5%	9%	-2%	-8%	0.6%	2%	-7%	-2%	0%	-7%
- Cc1nc2ccccc2c2nc3ccccc3n12
 : -24%	-29%	?	-1%	6%	-1.5%	0%	11%	-1%	-25%	?
- COc1cc(OC)cc(-c2nc3cc(C)ccc3o2)c1
 : -16%	-19%	-4%	?	-3%	-0.4%	-1%	46%	16µM*	1%	3%
- Nc1ccc2c(c1)CCC2=O
 : 9%	-4%	?	-5%	7%	8.3%	0%	111%	13µM*	-2%	0%
- Cc1cccc(C(=O)O)c1NC(=O)c1ccc(F)cc1
 : 11%	-2%	0%	1%	4%	0.6%	0%	7%	1%	-5%	?
- Cc1cnc(NC(=O)C2CCCO2)s1 (centres undefined)
 : -8%	2%	-16%	-2%	0%	-0.2%	2%	-7%	3%	-7%	7%
- CN(C)c1cccc(C(=O)OCC(=O)NCc2ccco2)c1
 : 3%	-24%	8%	-7%	-2%	0.1%	0%	-8%	2%	-4%	-1%
- COC(=O)c1ccc(CNC(=O)CSc2nc3sc(C)c(C)c3c(=O)n2C)o1
 : 2%	-1%	0%	-2%	-7%	-0.1%	-2%	3%	1%	3%	6%
- CN1CCC(OC(=O)COc2ccc(C(C)(C)C)cc2)CC1
 : 7%	10%	4%	-3%	-2%	?	-3%	-3%	-2%	-8%	-8%
- CCc1ccccc1NC1=NCC(=O)N1Cc1ccccc1
 : -1%	5%	-1%	3%	-5%	nt	-1%	4%	2%	-1%	4%
- N#Cc1c2n(c3c(=O)n(Cc4ccc(Cl)cc4)cnc13)CCCCC2
 : -21%	-26%	0%	3%	3%	1.4%	0%	223%	0%	2%	3.2µM*
- COc1ccccc1N1CCN(C(=O)C2CCN(S(=O)(=O)c3ccccc3)CC2)CC1
 : -1%	-19%	-1%	0%	-4%	0.6%	-4%	3%	1%	1%	-14%
- O=C(COC(=O)c1cccs1)NCCN1C(=O)CSC1=O
 : -2%	14%	-22%	-1%	0%	-0.1%[57.5 µM]	1%	7%	-2%	-1%	-2%
- CC(C)C[C@@H](CC(=O)N[C@@H](CCC(=O)O)CC(=O)O)NC(=O)[C@@H]1CCCC[C@H]1NC(=O)C[C@@H](NC(=O)C[C@H](Cc1ccccc1)NC(=O)[C@@H]1CCCC[C@H]1N)C(C)C
 : nt	nt	7%	2%	nt	1.0%	nt	-10%	nt	-1%	-18%
- Cc1ccc2[nH]c(=O)c(CNC(C)(C)C)cc2c1
 : ?	-14%	-25%	1%	15%	3.1%[1.84 µM]	2%	21%	-4%	-6%	?
- CCOC(=O)C1=C(N)N2C(=O)C(C)SC2=C(C(=O)OCC)C1c1ccccc1 (centres undefined)
 : -10%	-2%	3%	-5%	-2%	-1.1%	-2%	-7%	-1%	-6%	1%
- O=C(COc1ccc(-c2nnco2)cc1)NC1CCCc2ccccc21 (centres undefined)
 : 5%	-27%	9%	-3%	3%	-3.0%	0%	-3%	-5%	3%	-14%
- CCOCCCNC(=O)c1ccc(CS(=O)(=O)Cc2ccc(C)cc2)o1
 : 6%	16%	3%	-9%	-6%	-1.1%	3%	-11%	0%	-5%	-16%
- O=C(NC1CC2CCC(C1)N2C(=O)NC1CCCCC1)NC12CC3CC(CC(C3)C1)C2 (centres undefined)
 : 20%	21%	12%	-6%	4%	nt	1%	9%	1%	-8%	1%
- CCc1nnc(NC(=O)c2ccc(OC)cc2OC)s1
 : -15%	-7%	-10%	-3%	0%	0.0%	10%	51%	7.9µM*	-3%	?
- Cc1cc(C)nc(SCCS(=O)(=O)Cc2ccccc2)n1
 : -5%	-8%	4%	-4%	-6%	1.0%	8%	-1%	2%	5%	11%
- CC(=O)N1C(=O)N(C)C2C1N(C(C)=O)C(=O)N2C (centres undefined)
 : 9%	-13%	19%	-7%	5%	nt	1%	-12%	3%	-2%	-2%
- O=C(COC(=O)c1ccccn1)Nc1cc(Cl)ccc1Cl
 : -6%	21%	-13%	-28%	-2%	0.0%[57.5 µM]	1%	1%	1%	0%	-5%
- CCCCCCSC1=C(C#N)C(c2ccc(C)o2)CC(=O)N1 (centres undefined)
 : 25µM*	13%	?	4%	0%	nt	-2%	12%	-1%	-2%	3%
- CCN(CC)S(=O)(=O)c1cccc(C(=O)Nc2nncs2)c1
 : 2%	-21%	-7%	0%	8%	-0.5%	3%	-2%	0%	-5%	-6%
- CCOC(=O)N1CCC(NC(=O)c2ccc(OC)c(CN3CC(=O)N4CCCC4C3=O)c2)CC1 (centres undefined)
 : 0%	1%	-9%	-1%	-9%	-2.6%[0.369 µM]	4%	1%	3%	-9%	10%
- COc1ccc(CN(C)C2CCCCC2)cc1
 : 11%	-10%	4%	-1%	-12%	1.8%	0%	5%	0%	1%	-2%
- Cc1ccc2cc(CCNS(=O)(=O)c3ccc(F)cc3)c(=O)[nH]c2c1
 : -4%	nt	2%	2%	8%	-1.2%	nt	14%	6%	-4%	?
- Cn1c(SCC(=O)Nc2ccc(N3CCOCC3)cc2)nnc1-c1ccccc1
 : -23%	-19%	?	-1%	3%	-0.5%	0%	-5%	?	-4%	-3%
- CCOCc1nnc(NC(=O)COC)s1
 : 8%	-3%	-27%	0%	-1%	nt	-2%	-13%	0%	-3%	-4%
- CCc1ccc(NC(=O)CSc2nnc(Cc3cccn3C)n2-c2ccc(OC)cc2)cc1
 : -23%	-10%	-16%	-6%[2.3 µM]	3%	0.3%	nt	31%	-2%	-6%	?
- CN(C)CCNCCN
 : 3%[11.4 µM]	2%[11.5 µM]	3%[11.4 µM]	-1%[11 µM]	-6%[9.17 µM]	1.9%[9.22 µM]	-2%[9.22 µM]	3%[11.4 µM]	2%[11.4 µM]	-1%[11.4 µM]	-5%[7.6 µM]
- COc1ccc(OCCOCC(O)CN2CCOCC2)cc1 (centres undefined)
 : 4%	2%	-5%	-4%	-2%	-4.8%	-2%	8%	3%	-5%	?
- CN1CCN(CN2C(=O)C3C4C=CC(C3C2=O)C2C3C(=O)N(CN5CCN(C)CC5)C(=O)C3C42)CC1 (centres undefined)
 : 0%[11.4 µM]	5%[11.5 µM]	-9%[11.4 µM]	-5%[11 µM]	-4%[9.17 µM]	0.6%[9.22 µM]	2%[9.22 µM]	4%[11.4 µM]	2%[11.4 µM]	-11%[11.4 µM]	10%[7.6 µM]
- Cc1nc(C)c(C(=O)Nc2ccc(C)c(F)c2)o1
 : -9%	-19%	?	-3%	?	0.4%[1.84 µM]	0%	?	-3%	-4%	?
- CSc1nc(-c2ccco2)nn1C(=O)c1ccc(C)cc1
 : -2%	?	-11%	-1%[2.3 µM]	-12%	-0.5%	nt	1%	-5%	-7%	?
- COc1cc(C)c(S(=O)(=O)Nc2ccccc2F)cc1C
 : -1%	-5%	8%	2%	-2%	-0.2%	4%	-18%	1%	-2%	?
- N#Cc1c(N)c(C(=O)c2ccccc2)n2c1CCCC2
 : 2%	-9%	2%	-7%	3%	-0.1%	-3%	19%	4%	4%	?
- CCC(C)NC(=O)C1(C)CCC(=O)N1CCc1ccc(OC)c(OC)c1 (centres undefined)
 : 2%	1%	2%	-5%	0%	0.5%	2%	4%	1%	0%	1%
- CCc1c(C)nc(N2CCN(Cc3ccccc3)CC2)[nH]c1=O
 : -12%	?	20%	-2%	4%	-1.3%	0%	-10%	3%	-2%	0%
